CRFR2-BP antag: antagonists of CRF-BP/CRF-R2 complex, primary screen, cell-based, HEK293, calcium dye fluorescence, uHTS. inhibition, % at 11.8 µM. AID 588475, 2011. CRF-induced calcium fluorescence. 350,000 tested, 0.59% active;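 active = inhibition of the ligand-induced calcium signal above about 50% at the single tested concentration, limit read from the data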
CHRM4 agonist: human M4 muscarinic receptor agonists, primary screen, CHO-K1 cells, Fluo-8 calcium fluorescence; Muscarinic acetylcholine receptor M4 (Homo sapiens), P08173; CHO-K1 hM4/Gqi5; vehicle 0%, full acetylcholine response 100%; activation, % at 3 µM; 360,000 tested, 0.14% active;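 active = activation above the run mean over all test wells plus 3 SD, cut at about 32% in these data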;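 also: peak over basal fluorescence ratio per well then scaled between controls; 0% = DMSO wells and 100% = acetylcholine at EC100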
Target sequence (P08173 whole entry, looked up): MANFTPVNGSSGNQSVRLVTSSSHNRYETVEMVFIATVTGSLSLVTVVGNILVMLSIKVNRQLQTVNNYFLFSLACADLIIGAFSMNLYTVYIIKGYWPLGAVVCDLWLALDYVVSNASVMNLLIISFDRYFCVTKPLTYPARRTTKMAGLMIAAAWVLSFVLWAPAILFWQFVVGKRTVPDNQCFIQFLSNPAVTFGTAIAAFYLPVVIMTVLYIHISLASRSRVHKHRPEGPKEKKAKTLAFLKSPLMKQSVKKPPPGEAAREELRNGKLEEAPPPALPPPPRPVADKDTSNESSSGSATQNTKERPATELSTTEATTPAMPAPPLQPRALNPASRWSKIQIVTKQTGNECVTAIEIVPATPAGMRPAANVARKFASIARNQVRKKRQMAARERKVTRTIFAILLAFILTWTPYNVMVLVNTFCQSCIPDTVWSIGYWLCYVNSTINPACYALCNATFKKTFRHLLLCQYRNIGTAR
M4 PAM: human M4 muscarinic receptor positive allosteric modulators, primary screen, CHO-K1 cells, Fluo-8 calcium fluorescence; 360,000 tested, 0.4% active; Muscarinic acetylcholine receptor M4 (Homo sapiens), P08173; CHO-K1 hM4/Gqi5, ACh EC20; 0% = ACh EC20, 100% = maximal ACh; activation, % at 3 µM;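 active = activation above its plate's cutoff, the mean activation of sample wells plus 3 SD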; also: some results filed as inactive read as strong as hits
CHRM5 antagonist: human M5 muscarinic receptor antagonists, primary screen, CHO cells, Fluo-8 calcium fluorescence | Muscarinic acetylcholine receptor M5 (Homo sapiens), P08912 | CHO-hM5 cells, ACh EC80 | inhibition, % at 3 µM | 360,000 tested, 0.59% active;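 active = inhibition above a per-plate cutoff, the mean of that plate's test compounds plus 3 SD, cut at about 27% in these data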;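 also: 0% = acetylcholine EC80 with DMSO and 100% = DMSO without agonist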
Target sequence (P08912 whole entry, looked up): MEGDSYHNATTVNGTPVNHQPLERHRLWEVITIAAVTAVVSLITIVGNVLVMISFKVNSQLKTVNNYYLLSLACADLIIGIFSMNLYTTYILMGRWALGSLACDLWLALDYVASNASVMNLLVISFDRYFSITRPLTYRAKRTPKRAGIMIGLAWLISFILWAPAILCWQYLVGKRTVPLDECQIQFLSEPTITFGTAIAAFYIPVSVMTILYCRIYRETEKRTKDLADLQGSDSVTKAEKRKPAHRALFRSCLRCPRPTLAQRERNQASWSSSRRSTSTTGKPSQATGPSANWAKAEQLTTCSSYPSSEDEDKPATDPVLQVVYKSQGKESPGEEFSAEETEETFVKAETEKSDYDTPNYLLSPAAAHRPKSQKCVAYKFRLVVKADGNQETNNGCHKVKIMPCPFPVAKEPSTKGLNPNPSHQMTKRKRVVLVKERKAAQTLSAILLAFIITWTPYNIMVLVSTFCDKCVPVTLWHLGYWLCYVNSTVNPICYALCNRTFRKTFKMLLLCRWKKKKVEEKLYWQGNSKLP
CHRM4 antagonist: human M4 muscarinic receptor antagonists, primary screen, CHO cells, Fluo-8 calcium fluorescence; Muscarinic acetylcholine receptor M4 (Homo sapiens), P08173; 360,000 tested, 0.73% active; inhibition, % at 3 µM; CHO-hM4 cells, ACh EC80; AID 624125, 2012;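 active = inhibition above its plate's cutoff, the mean inhibition of sample wells plus 3 SD, cut at about 27% in these data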;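 also: 0% = acetylcholine EC80 with DMSO and 100% = DMSO without agonist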
M5 PAM: human M5 muscarinic receptor positive allosteric modulators, primary screen, CHO-K1 cells, Fluo-8 calcium fluorescence; Muscarinic acetylcholine receptor M5 (Homo sapiens), P08912; CHO-K1 hM5, ACh EC20 PAM; 0% = ACh EC20, 100% = ACh EC100; activation, % at 3 µM; 360,000 tested, 0.3% active; AID 624038, 2012;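 active = activation above the run cutoff, the mean activation of all test compounds plus 3 SD, cut at about 18% in these data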
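System: CHO-K1 cell line with stable human muscarinic M5 receptor expression | Also added: EC20 acetylcholine as agonist stimulus | Compound: One concentration, 3 µM final (nominal) | Timing: Fluo-8 loading 80 min at 37 °C plus 30 min room temperature | Measured by: Fluo-8 calcium dye fluorescence, kinetic read | Read-out basis: % activation, ACh-normalized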
CHRM5 agonist: human M5 muscarinic receptor agonists, primary screen, CHO-K1 cells, Fluo-8 calcium fluorescence. Muscarinic acetylcholine receptor M5 (Homo sapiens), P08912. AID 624037, 2012. CHO-K1 hM5 cells; 0% DMSO wells, 100% maximal acetylcholine response. 360,000 tested, 0.19% active. activation, % at 3 µM;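 active = activation above the run's mean over test compounds plus 3 SD, cut at about 23% in these data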;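 also: signal is peak over basal fluorescence ratio across the kinetic read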
CRFBP-R2 agonist: agonists of CRF-BP/CRF-R2 complex, primary screen, cell-based, HEK293, calcium dye fluorescence, uHTS | calcium dye fluorescence (FLIPR); percent of saturating CRF peptide response | activation, % at 13.2 µM | AID 588473, 2011 | CRF-binding protein / CRF receptor 2 complex (human) | 350,000 tested, 0.46% active;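 active = activation of at least 50%, plus an integration ratio under a set limit after plate pattern correction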;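 also: plate controls were neutral control wells without compound for no effect and CRF at EC100 for full effect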
IDE cell inh: human IDE inhibitors in live cells, primary screen, fluorescence polarization, HEK cells, FAbetaB substrate; FAbetaB cleavage; inhibition, % at 5.59 µM; 320,000 tested, 0.41% active; AID 434962, 2010;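 active = percent inhibition above the average of all tested compounds plus 3 SD, set per screening campaign, cut at about 16% in these data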;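 also: IDE supplied by intact live HEK cells; FP after avidin binding of uncleaved biotin substrate so inhibition keeps polarization high; 0% = DMSO wells and 100% = 60 µM reference IDE inhibitor Ii1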
* = called active by the depositor; nt = not tested or not shown.

SMILES	CRFR2-BP antag	CHRM4 agonist	M4 PAM	CHRM5 antagonist	CHRM4 antagonist	M5 PAM	CHRM5 agonist	CRFBP-R2 agonist	IDE cell inh
Cc1ccc(C(NC(=O)N2CCN(C)CC2)C(Cl)Cl)cc1F (stereo unspecified)	5	0	-2	-2	1	2	-4	1.2	7
COc1cccc(OC)c1C(=O)OCC(=O)NC1CCCCCC1	0	3	12	2	-1	12	2	-0.3	1
COC(=O)c1sccc1NC(=O)Cn1nnc(-c2ccc(C)cc2)n1	-21	0	6	-11	5	4	-1	-1.1	2
O=C(CSc1nc2ccccc2c(=O)[nH]1)N1CCCCC1	7	1	8	2	-1	-4	2	-2.0	3
COc1cc(C)c(CN2CCN(C(C)C(=O)NC(C)c3ccccc3)CC2)cc1OC (stereo unspecified)	-14	1	6	9	-13	-6	-3	1.6	-2
CN(CC(=O)O/N=C(\N)c1ccc([N+](=O)[O-])cc1)S(=O)(=O)c1ccc2ccccc2c1	-22	0	0	2	-1	2	3	-1.6	5
N=C1N(/N=C/c2ccccc2)C(=Nc2ccccc2)C(=S)N1c1ccccc1	-1	1	-26	-4	55*	0	-2	0.7	-1
C/C=C1\COC(C(=O)NCc2ccccc2)(C(F)(F)F)C=C1C=C1CCCCC1 (stereo unspecified)	0	1	-5	5	-4	0	0	-0.2	2
Cc1ccccc1NC(=O)c1cc2ccccn2n1	10	1	15	9	-1	1	-3	2.3	-4
CC(C)NC(=O)CCS(=O)(=O)c1cccc2nonc12	4	0	12	2	-2	0	-2	-1.5	0
O=C(CSc1nc(=O)n2ccccc2n1)N1CCCc2ccccc21	7	3	10	8	-6	-1	1	-0.5	2
Cc1nc(N2CCN(c3ccccn3)CC2)c2c(C)c(C(=O)Nc3ccc(F)cc3F)sc2n1	18	2	-1	3	10	3	0	1.1	1
CCCCN(CC)CCNC(=O)Cn1cnc2sc(C)c(S(=O)(=O)N3CCC(C)CC3)c2c1=O	-6	1	0	11	11	-1	-4	0.6	-1
CCOC(=O)CC12CN3CN(C1)CC(CC(=O)OCC)(C3)C2=O	15	1	-11	5	17	-3	1	-0.7	-2
COc1cccc(OCC(=O)Nc2c3c(nn2-c2ccc(F)cc2)CS(=O)(=O)C3)c1	2	1	-1	14	-3	-5	0	-1.6	0
CCOC(=O)CSc1nnc(-c2ccoc2C)n1-c1ccc(C)cc1	-9	0	10	-7	-7	6	-8	-2.5	5
O=C(O)CCN1C(=O)CC(N2C(=O)/C(=C/c3ccc(Cl)cc3)SC2=S)C1=O (stereo unspecified)	33	1	-5	2	4	-1	-1	1.3	1
COCCN(CC(=O)Nc1ccccc1C(F)(F)F)C(=O)/C=C/c1cc(Cl)c2c(c1)OCO2	-6	7	1	-2	2	5	1	-1.3	4
Cc1ccc(/C=N/Nc2ccc(C(=O)O)cc2)s1	-1	2	16	9	0	3	3	-2.2	0
CCCn1ncc(CN2CCN(Cc3ccsc3)C(CCO)C2)c1C (stereo unspecified)	11	1	-6	16	-1	-2	-5	2.2	0
COc1ccc(CNCc2cc3c(C(C)(C)C)nn(-c4ccccc4)c3[nH]c2=O)cc1	-23	-1	19	7	-14	2	-4	-0.3	1
COC(=O)C(NC(=O)C(NC(=O)c1ccccc1)C(C)C)C(C)C (stereo unspecified)	-8	0	-8	-2	2	1	0	-2.4	4
COc1ccc(C(=O)CN2CCN(c3ccc(F)cc3)CC2)cc1	7	0	-1	9	13	-1	4	0.0	1
O=C(c1cc2ccccc2[nH]1)N1CCOCC1	6	0	-1	4	13	-1	-3	-0.9	2
O=C(Nc1ccc(F)cc1F)c1c(C(F)(F)F)ccnc1Oc1cccc(C(F)(F)F)c1	-7	-1	0	6	4	-5	-9	1.7	0
CCCCn1c(=O)n(Cc2cccc(F)c2)c(=O)c2c1ncn2Cc1ccco1	9	4	-9	9	-3	-11	-11	2.6	-5
O=S1(=O)C=C[C@H](COCc2ccccc2)N1	nt	-1	-2	-2	-1	-2	1	nt	nt
C/C(C/C(C)=C1/SC(=S)NC1=O)=C1\SC(=S)NC1=O	13	10	-2	23	4	-17	3	1.0	nt
C[C@H](CO)N1C[C@H](C)[C@H](CN(C)S(=O)(=O)c2ccccc2)OCc2ccccc2-c2c(n(C)c3ccccc23)C1=O	1	1	12	-9	-18	4	0	-0.2	nt
CC(C)CC(=O)N1CCN(Cc2ccc(C(F)(F)F)cc2)CC1	4	1	-1	10	-20	-5	1	3.0	4

Overlap with the part before: 5 compounds, then new ones.
SMILES	CRFR2-BP antag	CHRM4 agonist	M4 PAM	CHRM5 antagonist	CHRM4 antagonist	M5 PAM	CHRM5 agonist	CRFBP-R2 agonist	IDE cell inh
CCCCn1c(=O)n(Cc2cccc(F)c2)c(=O)c2c1ncn2Cc1ccco1	9	4	-9	9	-3	-11	-11	2.6	-5
O=S1(=O)C=C[C@H](COCc2ccccc2)N1	nt	-1	-2	-2	-1	-2	1	nt	nt
C/C(C/C(C)=C1/SC(=S)NC1=O)=C1\SC(=S)NC1=O	13	10	-2	23	4	-17	3	1.0	nt
C[C@H](CO)N1C[C@H](C)[C@H](CN(C)S(=O)(=O)c2ccccc2)OCc2ccccc2-c2c(n(C)c3ccccc23)C1=O	1	1	12	-9	-18	4	0	-0.2	nt
CC(C)CC(=O)N1CCN(Cc2ccc(C(F)(F)F)cc2)CC1	4	1	-1	10	-20	-5	1	3.0	4
O=C(C1CCN(Cc2nc(Cc3cccc(F)c3)no2)CC1)N1CCOCC1	-17	1	2	4	7	2	3	0.4	6
COCCN(C(=O)COC(=O)/C=C/c1ccc(Cl)c(Cl)c1)c1c(N)n(Cc2ccccc2)c(=O)[nH]c1=O	11	1	9	2	6	-3	2	2.6	nt
Cc1ccc(OCCCCNC(C)(C)C)c([N+](=O)[O-])c1	1	3	13	27*	-3	-10	-5	-0.6	7
Cc1ccn2c(CNCC3COCCO3)c(C(=O)N3CCCCCC3)nc2c1 (stereo unspecified)	-16	0	5	6	-7	6	-6	3.2	10
COc1ccc2cc(CN(CC3CCCO3)S(=O)(=O)c3ccccc3)c(=O)[nH]c2c1 (stereo unspecified)	-7	14	7	-2	-7	-13	4	2.7	0
O=C(CSc1ncn[nH]1)Nc1ccc(Br)cc1F	-3	1	5	0	8	0	0	-1.6	-1
COc1cc(/C=C(\C#N)C(=O)c2ccc(O)c(O)c2)cc(I)c1O	-215	1	-6	2	3	0	1	188*	3
Cc1ccc(C(=O)N/C(=C/c2ccco2)C(=O)NCCCn2ccnc2)cc1	10	1	4	-4	-2	3	-1	0.2	4
CCOc1ccc(OCCCC(=O)Nc2cc(S(=O)(=O)N3CCOCC3)ccc2N2CCOCC2)cc1	0	-1	9	4	-13	4	1	-1.3	nt
COc1ccc(C(=O)NN2CCCCC2)cc1OC	4	2	-2	3	2	2	2	0.4	3
NC(CSCc1ccccc1Cl)C(=O)O (stereo unspecified)	10	0	-2	5	-2	-2	-1	0.1	10
CCc1nc2c(OCCC3CCCCC3)cccn2c1N(C)C(=O)c1ccc(OC)cc1	nt	-1	-8	3	1	-8	-2	nt	nt
COc1ccccc1NC(=S)N1CC(C)OC(C)C1 (stereo unspecified)	-14	1	7	-7	6	7	4	0.7	1
Cc1nn(Cc2ccccc2)c(C)c1/C=N/NC(=O)c1ccncc1	-3	2	-1	9	-6	0	4	5.0	-1
CC(=O)c1cccc(NC(=S)N2CCN(CCN3C(=O)c4cccc5cccc(c45)C3=O)CC2)c1	10	1	2	-10	-9	-6	-4	-5.4	4
Cc1ccccc1[C@@H](NC(=O)OC(C)(C)C)C(=O)OC(C)(C)C	0	0	4	2	5	2	-2	-1.0	6
CCCc1cc(-c2n[nH]c(=S)n2C(C)c2ccccc2)cs1 (stereo unspecified)	7	0	5	3	-11	-1	-5	-1.9	-1
Cn1cc(C(=O)NCCc2ccccc2)c(=O)c2cc(S(=O)(=O)N3CCOCC3)ccc21	-1	0	-1	7	1	2	-5	-3.6	nt
O=C(O)c1oc2ccccc2c1CSc1ccc(Cl)cc1	19	-1	-5	11	6	1	-4	0.8	-3
COc1ccc(N2C(=O)CC(Sc3n[nH]c(-c4cccc(C)c4)n3)C2=O)cc1 (stereo unspecified)	-36	1	-2	3	5	1	-2	0.0	3
CN1CCN(C(=O)c2ccc3c(c2)NC(=O)C(N2CCOCC2)S3)CC1 (stereo unspecified)	-8	1	12	1	2	3	-3	-0.4	4
O=C(Nc1cccc(S(=O)(=O)N2CCCCC2)c1)c1cc(=O)[nH]c2ccccc12	-6	1	-3	23	-2	-3	-1	-0.9	0
CCOC(=O)C1=C(c2ccccc2)NC(=O)NC1c1cc(OC)c(OC)c(OC)c1 (stereo unspecified)	5	0	1	9	7	-2	-3	0.1	-2
CNC(=O)c1cc(Nc2nnc(-c3ccc(O)cc3)c3ccccc23)ccc1OC	23	0	2	6	6	5	-3	0.7	4
Cc1ccc(C23CC4CC(CC(CC(=O)N5CCOCC5)(C4)C2)C3)cc1	2	1	-2	-7	-6	-6	-5	-0.4	1
COc1ccc(NC(=S)N/N=C2\CC(C)(C)Oc3ccc(OC)cc32)cc1	-14	0	-1	-1	4	0	-2	-1.3	3
Cc1cc(C(=O)Nc2ccccc2Cl)c2ccccc2n1	4	0	-3	4	1	-1	3	0.9	9
O=C(O)c1ccccc1SC1CC(=O)N(c2ccc3c(c2)OCO3)C1=O (stereo unspecified)	6	0	2	4	-13	-2	-4	-1.0	4
CC1(C(=O)NCc2cccc(Cl)c2)Cc2c(-c3cccc(C(N)=O)c3)ccnc2O1 (stereo unspecified)	nt	3	4	-3	-4	3	-1	nt	nt
O=[N+]([O-])c1ccc(C[n+]2ccc(Cc3ccccc3)cc2)cc1	-6	0	-15	21	24	-15	-11	-0.9	0
CCCC(=O)C1=C(O)C(C(=O)OC)C(C)(C)CC1=NC (stereo unspecified)	3	0	15	-9	-6	-2	-3	2.3	2
Cc1c(C(O)CN2CCC(C(N)=O)CC2)c2ccccc2n1C (stereo unspecified)	3	0	0	0	6	0	-2	5.0	9
Cc1ccc(CN2CCN(C/C=C/c3ccc(F)cc3)CC2CCO)o1 (stereo unspecified)	-9	1	10	0	0	5	-4	0.3	0
COc1ccc(S(=O)(=O)N(CC(=O)NCCSc2ccccn2)c2ccccc2)cc1	6	15	-16	16	2	-7	1	-0.4	2
CSc1ccccc1Sc1cc(C(=O)O)c2ccccc2n1	-1	1	4	3	-4	4	-2	-1.2	-3
Cc1nonc1C(=O)N/N=C/c1ccc([N+](=O)[O-])o1	13	1	-2	4	3	4	2	0.7	-3

Compound activity (PubChem)
